Cav32 inh: blocks human Cav3.2 T-type calcium channel. 100,000 tested, 4% active. O95180. B-score at 10 µM. Cav3.2-expressing cells, Fluo-4 calcium fluorescence FDSS; active compounds read low;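 active means single-dose well whose peak fluorescence ratio is a statistical outlier from its plate by either plate-standardised score or position-corrected B-score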
Target sequence (O95180 whole entry, looked up): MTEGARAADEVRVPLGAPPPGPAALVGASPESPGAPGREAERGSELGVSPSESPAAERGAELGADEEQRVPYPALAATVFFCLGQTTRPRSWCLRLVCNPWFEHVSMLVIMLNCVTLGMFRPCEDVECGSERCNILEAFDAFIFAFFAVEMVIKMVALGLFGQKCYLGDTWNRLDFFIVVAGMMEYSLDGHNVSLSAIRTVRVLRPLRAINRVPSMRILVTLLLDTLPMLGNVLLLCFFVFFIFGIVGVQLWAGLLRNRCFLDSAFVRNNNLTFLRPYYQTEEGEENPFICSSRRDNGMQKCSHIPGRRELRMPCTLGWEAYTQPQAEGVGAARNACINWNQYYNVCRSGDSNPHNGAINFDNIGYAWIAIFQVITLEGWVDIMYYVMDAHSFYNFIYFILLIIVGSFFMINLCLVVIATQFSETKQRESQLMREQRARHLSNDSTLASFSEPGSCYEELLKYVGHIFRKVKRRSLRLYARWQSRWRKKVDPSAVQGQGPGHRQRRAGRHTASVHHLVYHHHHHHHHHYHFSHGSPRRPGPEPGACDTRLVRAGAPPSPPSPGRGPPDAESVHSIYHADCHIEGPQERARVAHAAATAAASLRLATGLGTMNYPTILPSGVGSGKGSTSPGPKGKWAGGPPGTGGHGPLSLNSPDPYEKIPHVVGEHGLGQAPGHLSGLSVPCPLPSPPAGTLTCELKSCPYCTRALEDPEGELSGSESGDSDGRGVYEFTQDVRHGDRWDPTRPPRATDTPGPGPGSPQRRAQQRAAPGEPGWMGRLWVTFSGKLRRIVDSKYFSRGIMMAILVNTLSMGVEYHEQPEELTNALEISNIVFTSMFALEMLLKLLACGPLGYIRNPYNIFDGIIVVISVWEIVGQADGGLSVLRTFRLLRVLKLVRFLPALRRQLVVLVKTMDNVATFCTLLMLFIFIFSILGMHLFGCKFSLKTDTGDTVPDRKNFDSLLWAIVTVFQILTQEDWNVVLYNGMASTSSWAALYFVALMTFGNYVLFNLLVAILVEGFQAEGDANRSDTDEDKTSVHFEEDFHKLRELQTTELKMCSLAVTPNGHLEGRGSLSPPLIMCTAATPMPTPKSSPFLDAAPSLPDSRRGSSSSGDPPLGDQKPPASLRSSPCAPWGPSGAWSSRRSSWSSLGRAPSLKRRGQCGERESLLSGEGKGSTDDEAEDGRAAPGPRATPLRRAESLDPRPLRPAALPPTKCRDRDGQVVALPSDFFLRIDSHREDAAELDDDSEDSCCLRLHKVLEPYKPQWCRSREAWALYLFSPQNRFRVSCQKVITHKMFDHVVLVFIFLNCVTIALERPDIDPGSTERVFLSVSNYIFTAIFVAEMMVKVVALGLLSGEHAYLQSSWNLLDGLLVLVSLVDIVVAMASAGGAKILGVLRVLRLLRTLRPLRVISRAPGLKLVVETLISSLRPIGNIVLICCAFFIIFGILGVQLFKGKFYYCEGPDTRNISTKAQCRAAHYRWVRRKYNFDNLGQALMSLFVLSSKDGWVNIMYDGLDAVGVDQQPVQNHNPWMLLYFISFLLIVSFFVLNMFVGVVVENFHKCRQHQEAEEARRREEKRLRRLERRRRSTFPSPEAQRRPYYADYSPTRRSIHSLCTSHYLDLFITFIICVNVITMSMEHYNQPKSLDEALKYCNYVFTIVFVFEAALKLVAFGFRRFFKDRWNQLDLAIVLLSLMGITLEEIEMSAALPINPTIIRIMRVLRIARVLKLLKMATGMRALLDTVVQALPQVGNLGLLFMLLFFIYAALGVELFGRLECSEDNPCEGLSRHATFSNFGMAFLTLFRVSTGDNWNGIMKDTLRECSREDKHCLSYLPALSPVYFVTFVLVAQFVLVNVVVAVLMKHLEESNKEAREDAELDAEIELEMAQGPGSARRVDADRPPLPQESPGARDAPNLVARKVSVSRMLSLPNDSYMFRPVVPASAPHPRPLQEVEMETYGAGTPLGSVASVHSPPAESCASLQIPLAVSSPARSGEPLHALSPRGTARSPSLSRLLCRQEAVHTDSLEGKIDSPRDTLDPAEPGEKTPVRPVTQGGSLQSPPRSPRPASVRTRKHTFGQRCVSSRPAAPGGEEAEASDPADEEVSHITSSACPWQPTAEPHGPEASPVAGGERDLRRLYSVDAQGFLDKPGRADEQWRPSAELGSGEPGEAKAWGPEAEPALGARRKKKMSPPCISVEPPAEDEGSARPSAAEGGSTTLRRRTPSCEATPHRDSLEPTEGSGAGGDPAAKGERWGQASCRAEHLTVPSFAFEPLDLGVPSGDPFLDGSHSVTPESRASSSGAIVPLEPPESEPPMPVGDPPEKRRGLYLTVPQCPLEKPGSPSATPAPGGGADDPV
Starred values were filed as active, the others as inactive. Only part of the results is shown (hit frequency here may not be typical).

Start of the data: the first three records, to show the layout:
SMILES	Cav32 inh
CCn1c(SCC(=O)c2cc(C)n(CC3CCCO3)c2C)nc2ccccc21 (configuration not stated)	-1.88
O=C(COc1ncnc2ccccc12)c1ccc2c(c1)OCCO2	-0.449
Cc1c(CC(C)C)nc(N)c(C#N)c1-c1ccccc1	-2.19

All compounds of this part, previewed entries included:
SMILES	Cav32 inh
CCn1c(SCC(=O)c2cc(C)n(CC3CCCO3)c2C)nc2ccccc21 (configuration not stated)	-1.88
O=C(COc1ncnc2ccccc12)c1ccc2c(c1)OCCO2	-0.449
Cc1c(CC(C)C)nc(N)c(C#N)c1-c1ccccc1	-2.19
Cc1ccc(-n2[nH]c(C)c(C=Nc3ccc(C)cn3)c2=O)cc1	-0.593
CCCCN1C(=O)NC(c2cccc([N+](=O)[O-])c2)C(C(=O)OCC)=C1C (configuration not stated)	0.0138
O=C(CN1CCN(c2ccccc2)CC1)Nc1cccc(C(F)(F)F)c1	1.01
COC(=O)C1C(=O)c2c([nH]c(C(=O)OCCOC(C)C)c2C)CC1C (configuration not stated)	0.644
O=C(O)c1cccc(Nc2nc(N3CCOCC3)nc(N3CCOCC3)n2)c1	0.869
O=C1c2ccccc2-c2onc3ccc(NCc4ccco4)c1c23	-4.13*
Cn1c(CSc2nc3ccccc3s2)nnc1SCC(=O)NCCN1CCOCC1	-0.102
Cc1ccc2c(c1)CC1(CN2C)C(=O)OC2(CCCCC2)OC1=O	0.735
c1coc(-c2nnc(-c3cccs3)o2)c1	-0.0155

For reference, some entries already given:
SMILES	Cav32 inh
O=C(O)c1cccc(Nc2nc(N3CCOCC3)nc(N3CCOCC3)n2)c1	0.869
O=C1c2ccccc2-c2onc3ccc(NCc4ccco4)c1c23	-4.13*
Cn1c(CSc2nc3ccccc3s2)nnc1SCC(=O)NCCN1CCOCC1	-0.102
Cc1ccc2c(c1)CC1(CN2C)C(=O)OC2(CCCCC2)OC1=O	0.735
c1coc(-c2nnc(-c3cccs3)o2)c1	-0.0155

More structures follow.
SMILES	Cav32 inh
Cc1c(/C=C2\SC(=O)N(CC(=O)Nc3ccc4c(c3)OCO4)C2=O)c2ccccc2n1C	-0.486
O=C(O)c1ccc2c(c1)ncn2C1CCCCCC1	-0.0236
Cc1ccc(C(=O)Nc2cccc(C(F)(F)F)c2)cc1NC(=O)c1csc(-c2ccncc2)n1	-1.65
Cc1csc(SCc2nnc(-c3ccc(Cl)cc3)o2)n1	-3.01
COC(=O)c1cc2sccc2n1CC(=O)N1CCCc2ccccc21	-2.69
COC(=O)CCCC1=CC2=CC(=O)C(C)(OC(=O)c3cnc4ccccc4n3)C(=O)C2=CO1 (configuration not stated)	-0.024
O=C1CNC(=O)c2c(nc3n2CCC3)N1	1.28
O=C(CSc1ccccc1)Nc1cccnc1	0.085
CC1=C(C)CS(=O)N(c2ccc(S(N)(=O)=O)cc2)C1 (configuration not stated)	-7.18*
Cc1ccc(S(=O)(=O)C(C#N)c2nc3ccccc3nc2N2CCCC2)cc1C (configuration not stated)	-1.68
Cc1c(Cl)cccc1NC(=O)CSCc1cc(=O)[nH][nH]1	-0.473
COC(=O)CSc1nnc(-c2cccnc2)n1-c1cccc(OC)c1	0.512
CCn1c(COc2ccc(C)cc2)nnc1SCC(=O)C(C)(C)C	-0.257
COCc1[nH]nc2c1C(c1ccc(OC)c(OC)c1)C(C#N)=C(N)O2 (configuration not stated)	-0.119
Cn1c(=O)c2c(nc(Br)n2CCSc2nnnn2-c2ccccc2)n(C)c1=O	1.11
CC(Oc1ccccc1)C(=O)Nc1ccccc1F (configuration not stated)	0.816
COc1ccc(S(=O)(=O)N2CN(Cc3ccco3)c3nc4ccccc4nc32)cc1	-0.363
O=C(NCc1ccccc1)[C@@H]1C[C@H]1[C@@H](NP(=O)(c1ccccc1)c1ccccc1)c1ccccc1	-3.04
COCCN(C(=O)CNC(=O)c1ccco1)C(C(=O)NC1CCCC1)c1cccs1 (configuration not stated)	-0.268
COc1ccccc1N1CCN(C(=O)CN(Cc2ccccc2)S(C)(=O)=O)CC1	-0.642
CC(=O)NC(C(=O)NCC(N)=O)C(C)C (configuration not stated)	0.718
Cn1c(=O)c2c(nc(OCc3ccccc3)n2C)n(C)c1=O	-0.147
CCOc1ccc(CCNC(=O)C2CCCN(C(=O)N(C)C)C2)cc1OCC (configuration not stated)	-1.15
O=C(CN1C(=O)CSc2ccccc21)Nc1ccccc1C(=O)N1CCOCC1	0.122

3 entries already listed, sorted by number of heavy atoms, high to low.
SMILES	Cav32 inh
O=C(CN1C(=O)CSc2ccccc21)Nc1ccccc1C(=O)N1CCOCC1	0.122
Cn1c(=O)c2c(nc(Br)n2CCSc2nnnn2-c2ccccc2)n(C)c1=O	1.11
Cn1c(=O)c2c(nc(OCc3ccccc3)n2C)n(C)c1=O	-0.147

The listing continues:
SMILES	Cav32 inh
O=C(CN(c1ccc(F)cc1)S(=O)(=O)c1ccccc1)NCc1ccco1	-0.872
COc1ccc(-c2nnc(-c3cc4c(ccc5ccccc54)oc3=O)o2)cc1	-0.203
O=C(Nc1nnc(-c2ccccc2)s1)c1ccc(Cl)c(S(=O)(=O)N2CCOCC2)c1	-0.326
CCCCS(=O)(=O)C(=C1Nc2ccccc2N1)S(=O)(=O)CCCC	0.00137
c1ccc2c(CSCCc3ccncc3)cccc2c1	-1.2
CC1=Nn2c(nnc2C2CCCCC2)SC1	-0.277
C/C(N)=C(/C#N)C(=O)CSc1nnc(-c2ccc3c(c2)OCO3)o1	-1.13
O=S1(=O)CC(NCc2ccccc2)C(Nc2ccc(Cl)cc2)C1 (configuration not stated)	-4.18
Cc1ccccc1OCC(=O)N(Cc1ccc(N(C)C)cc1)C1CCS(=O)(=O)C1 (configuration not stated)	0.291
O=C1c2ccccc2C(=O)N1CCCCSc1nnnn1-c1ccccc1	-2.8
CCCCC(CC)CNC(=O)C1C2C=CC(C2)C1C(=O)O (configuration not stated)	0.933
O=C(c1ccc2c(c1)OCO2)N(c1ccc(F)cc1)C1C=CS(=O)(=O)C1 (configuration not stated)	-0.284

Single values from the entries so far.
CC1=Nn2c(nnc2C2CCCCC2)SC1 | Cav32 inh = -0.277
O=C(Nc1nnc(-c2ccccc2)s1)c1ccc(Cl)c(S(=O)(=O)N2CCOCC2)c1 | Cav32 inh = -0.326
O=C(c1ccc2c(c1)OCO2)N(c1ccc(F)cc1)C1C=CS(=O)(=O)C1 (configuration not stated) | Cav32 inh = -0.284
C/C(N)=C(/C#N)C(=O)CSc1nnc(-c2ccc3c(c2)OCO3)o1 | Cav32 inh = -1.13
O=C1c2ccccc2C(=O)N1CCCCSc1nnnn1-c1ccccc1 | Cav32 inh = -2.8
O=C(CN(c1ccc(F)cc1)S(=O)(=O)c1ccccc1)NCc1ccco1 | Cav32 inh = -0.872

Going on with the list:
SMILES	Cav32 inh
CCN1C(=O)/C(=C2\SC(=S)N(CCCOC)C2=O)c2ccccc21	-0.524
CCCCN1C2=C(C(=O)CC(C)(C)C2)C(c2ccccc2)C2=C1c1ccccc1C2=O (configuration not stated)	0.687
NS(=O)(=O)c1ccc2c(c1)C1C=CCC1C(C1CC=CCC1)N2 (configuration not stated)	-3.17
COc1cc(C(=O)Nc2nc3ccccc3s2)ccc1OCc1c(C)noc1C	-0.124
Cc1ccc(NCc2nnc(SCCN3CCCCC3)n2CC2CCCO2)c(C)c1 (configuration not stated)	1.53
CCOc1ccc(NC(=O)CCNS(=O)(=O)c2ccc3c(c2)c(=O)n(C)c(=O)n3C)cc1	-1.41
Cn1c(=O)c2c(ncn2CCN(CCO)Cc2ccccc2)n(C)c1=O	0.45
C#CCNC(=O)/C=C/c1ccc(OC)cc1	0.258
c1ccc(-c2noc(CSc3nnnn3C3CCCCC3)n2)cc1	-5.67*
Cc1cccc(NC(=O)CN(C)S(=O)(=O)c2ccccc2)n1	0.577
COc1ccc(OC)c(S(=O)(=O)Nc2ccccc2C)c1	-0.147
Cc1cc(Cl)ccc1N=c1ssnc1Cl	-1.36
CCCCN(C(=O)Cn1nnc2ccccc21)C(C(=O)NCCOC)c1ccccc1 (configuration not stated)	0.967
O=C(O)C(NC(=O)c1ccccc1)=C(Cl)Cl	0.0738
CCN(CC)C(=O)CN1C(=O)C2(OCC(C)(c3ccccc3)CO2)c2ccccc21 (configuration not stated)	-0.593
CCNC(=S)NC1CC2CCC(C1)N2Cc1ccccc1 (configuration not stated)	0.286
CCc1nc(N2CCN(C(=O)c3ccco3)CC2)c2oc3ccccc3c2n1	-4.12
COc1ccc(S(=O)(=O)N2CCCCC2C(=O)O)cc1OC (configuration not stated)	0.455
CC1CC(C)CN(S(=O)(=O)c2ccc(C(=O)N3CCN(c4ccccc4)CC3)cc2)C1 (configuration not stated)	-3.31
O=C(NO)c1cc(OCC(F)(F)F)ccc1OCC(F)(F)F	-0.0752
CCc1ccccc1NC(=O)CSc1nnc([C@H](CCSC)NC(=O)OC(C)(C)C)o1	-2.73
O=C(O)CC(c1ccccc1)n1cnnn1 (configuration not stated)	0.533
CCCn1cnc2c(sc3nc4c(cc32)CSC(C)(C)C4)c1=O	1.29
O=C(CCSc1nc(-c2ccco2)cc(C(F)(F)F)n1)NCCc1ccccc1	-1.79
O=C(COc1ccccc1Cl)N1CCN(c2ccc([N+](=O)[O-])c(N3CCCCC3)c2)CC1	-2.53
Cc1cc(N(C(=O)c2ccco2)C(C(=O)NC2CCCCC2)c2ccccc2)ccc1-n1cnnn1 (configuration not stated)	0.621
Cc1ccc(Cn2c(=O)c3ccccc3n3c(CCC(=O)O)nnc23)cc1	0.299
O=C(O)CCCc1nc2ccccc2s1	-0.233
COc1ccc(CNC(=O)CN(C(=O)c2ccc(CN3CCOCC3)o2)C2CCCC2)cc1	0.824
CC(=O)N1CCc2cc(S(=O)(=O)NC(C(=O)Nc3nc(C)cs3)C(C)C)ccc21 (configuration not stated)	-0.0273
CCN(CC)c1ccc2cc(-c3nc4ccccc4n3C)c(=O)oc2c1	-1.35
O=C(Nc1cccc2ccccc12)c1ccc(Br)o1	-0.911
Cc1cccc(-n2c(N)cc(=O)[nH]c2=S)c1	0.337
CN(C)CCC(O)(c1ccccc1)c1ccccc1	0.531
COC(=O)C1CCN(C(=O)c2ccccc2NC(C)=O)CC1	0.333
CCN1CCN(c2cc(=O)n(C3CCCCC3)c(=O)[nH]2)CC1	0.65
CCc1nnc(NC(=O)CCc2ccc(C)o2)s1	0.627
O=C(c1c[nH]c2ccc(F)cc2c1=O)N1CCCCCC1	0.971
Cn1cnc2c1c(=O)n(Cc1cccc(Br)c1)c(=O)n2C	0.19
O=C(Nc1cccc(F)c1)N1CC=C(c2ccc(Cl)cc2)CC1	-7.41*
Cc1csc(NC(=O)C2CCCN2C(=O)OCC(C)C)n1 (configuration not stated)	-0.667
CCO[C@@H]1OC(C(=O)NC2CC2)=C[C@H](C)[C@H]1CCCO	0.361
COc1ccc(NC(C)=O)cc1NC(=O)CSc1nc2ncccc2[nH]1	0.926
Cc1cccc(N2CCN(C(=O)C3CCN(S(=O)(=O)c4cccnc4)CC3)CC2)c1C	2.07
Nc1c(C(=O)Nc2ccccc2)sc2nc3c(c(-c4ccco4)c12)CCC3	0.0432
CC(Cc1ccccc1)(NC(=O)CN)c1ccccc1 (configuration not stated)	0.405
Cn1c(Cn2cnc3ccccc32)nnc1SCC(=O)CC(=O)Nc1ccccc1	-2.87
O=C(c1ccccc1)N1CCN(c2ccccc2F)CC1	-0.705
COc1ccc(-c2ccc(=O)n(CC(=O)Nc3ccc(C(=O)NC4CC4)cc3)n2)cc1OC	0.206
COc1cccc2cc(-c3cn4ccc(C)cc4n3)c(=O)oc12	-0.0152
O=C(OCc1ccccc1F)c1ccc2c(c1)OCCO2	-2.65
O=C(Cn1cnc2c(cnn2-c2ccccc2Cl)c1=O)N1CCc2ccccc21	0.462
COc1ccccc1NC(=O)N1CCN(c2ccc(F)cc2)CC1	1.26
O=S(=O)(Nc1cccc(C(F)(F)F)c1)c1cccnc1	0.635
O=C1CCn2nc(-c3ccc(Cl)cc3)cc2N1	0.0833
CCn1c(CCCNC(=O)c2cccs2)nc2ccccc21	0.163
COC(=O)C1=C(C)N(CCCC(=O)O)C(=O)NC1c1cccc(OC)c1 (configuration not stated)	0.459
Cc1ccc(S(=O)(=O)Nc2c(C)ccc3nsnc23)cc1	-0.2
O=C(NC1CCCC1)C(c1ccncc1)N(Cc1ccccc1)C(=O)Cc1cccs1 (configuration not stated)	0.611
Cc1cc2oc(C(=O)NCc3ccncc3)c(C)c2cc1C	-0.269
(next part)
SMILES	Cav32 inh
CCCCCCc1cc2cc(-c3nnc(-c4ccccc4OC)o3)c(=O)oc2cc1O	-4.25*
O=C(O)c1c(F)c(F)cc2ccccc12	0.239
CC(=O)Cc1nsc(NC(=O)c2cccs2)n1	0.843
Clc1ccc(Nc2nc(NCCN3CCOCC3)nc(N3CCOCC3)n2)cc1	1.03
CC1CCN(c2nc3c(c(=O)[nH]c(=O)n3C)n2Cc2ccccc2Cl)CC1	-4.5*
Cc1cc(=O)[nH]c(=S)[nH]1	-0.557
Cc1nn(C)c(Oc2ccc(Cl)cc2)c1C=O	-0.0899
Cn1c(C(=O)N2CCN(Cc3ccccc3)CC2)cc2c(=O)n(C)c3ccccc3c21	1.94
CCC(=O)N(Cc1cc2c(C)cc(C)cc2[nH]c1=O)C1CCCCC1	-1.1
Cc1csc(C2=C(O)CN(CCc3ccccc3)C2=N)n1	0.321
Cc1ccc(C(=O)Oc2ccc3c(c2)ncn3C)cc1	-1.48
CCOc1c2ccc(C(=O)NCc3cc(C(F)(F)F)cc(C(F)(F)F)c3)cc2nn1C	-0.383
Nc1nc(-c2ccc(Br)s2)c(Br)s1	0.667
C=C(C)C(=O)Nc1cccc(C2=NOC3(C2)C[C@H](C(N)=O)N(C(=O)C(c2ccccc2)c2ccccc2)C3)c1 (some centres not stated)	-0.703
CC(C)N(C(=O)CSc1nn2c(=O)c(C(C)(C)C)nnc2s1)c1ccccc1	-10.2*
CCc1c(O)nc(SCC(=O)NC(C)(C)C)n(-c2ccccc2)c1=O	-0.892
COc1ccc(NC(=O)CN2CCN(CC(=O)Nc3ccccc3F)CC2)cc1OC	0.719
Cc1snc2sc(C(=O)c3ccc(Br)cc3)c(N)c12	0.0398
Cc1cc(C(=O)O)sc1C	-0.044
CCOC(=O)N1CCN(S(=O)(=O)c2ccc(OC)c(OC)c2)CC1	-1.33

Compound activity from PubChem BioAssay.
